# All columns: NCI-60 one-dose screen, growth in % after 48 h at 10 µM unless noted; 100 = growth as untreated, 0 = no growth, -100 = all killed.
# MALME-3M = MALME-3M melanoma; actives 5.8% (n = 78,000)
# HS 578T = HS 578T breast cancer. actives 4.1% (n = 78,000). AID 1794788
# SK-MEL-5 = SK-MEL-5 melanoma | actives 6.4% (n = 80,000)
# UACC-257 = UACC-257 melanoma. actives 4.4% (n = 78,000). AID 1794764
# SK-MEL-28 = SK-MEL-28 melanoma; actives 4.1% (n = 81,000)
# LOX IMVI = LOX IMVI melanoma; actives 7.4% (n = 79,000); AID 1794757
# T-47D = T-47D breast cancer | actives 5% (n = 79,000)
# SK-MEL-2 = SK-MEL-2 melanoma | AID 1794763 | actives 4.7% (n = 77,000)
# An asterisk follows results filed as active; · = not tested or not shown; & = joins results of further samples. Rule for the calls: active = growth percent below 10; inactive = the rest.
# A first look:
No.	Structure	MALME-3M	HS 578T	SK-MEL-5	UACC-257	SK-MEL-28	LOX IMVI	T-47D	SK-MEL-2
1	Nc1c(C(=O)Nc2cccc([N+](=O)[O-])c2)sc2nc3c(cc12)CCCCC3	106	117	100	104	110	102	83	94
2	O=C1Nc2ccccc2/C1=C/c1c(-c2ccccc2)nc2ncccn12	96	105	99	107	112	103	85	98

# Results (from the top)
No.	Structure	MALME-3M	HS 578T	SK-MEL-5	UACC-257	SK-MEL-28	LOX IMVI	T-47D	SK-MEL-2
1	Nc1c(C(=O)Nc2cccc([N+](=O)[O-])c2)sc2nc3c(cc12)CCCCC3	106	117	100	104	110	102	83	94
2	O=C1Nc2ccccc2/C1=C/c1c(-c2ccccc2)nc2ncccn12	96	105	99	107	112	103	85	98
3	COc1ccc(-c2cc(C(=O)N3N=C(c4ccc(OC)c(OC)c4)CC3c3cc(-c4ccccc4)nn3-c3ccccc3)c3ccccc3n2)cc1 (stereo not given)	·	102	98	102	98	89	76	93
4	COc1ccc(CNC(=O)C2CSC3(C)c4ccccc4C(=O)N23)cc1OC (stereo not given)	107	94	88	73	105	100	71	79
5	COc1cc(/C=C2\Oc3cc(O)ccc3C2=O)cc(OC)c1	64	71	73	80	87	62	86	70
6	COC(=O)[C@]12CCC(C)(C)C[C@H]1C1=CC[C@@H]3[C@@]4(C)C/C(=C/c5ccncc5)C(=O)C(C)(C)[C@@H]4CC[C@@]3(C)[C@]1(C)CC2	96	89	86	88	98	77	36	81
7	O=C(c1ccc(F)cc1)[C@H]1[C@H]2CCCN2[C@@]2(C(=O)Nc3ccc(F)cc32)[C@]12C(=O)Nc1ccccc12	126	84	85	77	78	91	66	86
8	N#CC1CCc2c(c(-c3ccc4nc(N)sc4c3)nc3ccc4[nH]ncc4c23)C1 (stereo not given)	69	31	11	89	55	34	94	52
9	NS(=O)(=O)c1ccc2ccccc2c1	93	·	105	106	114	107	92	105
10	COc1ccc(C2(CO)OC(CO)C(O)C2O)cc1 (stereo not given)	155	103	109	96	99	95	·	104
11	COc1ccc(OCC(=O)OCCCl)cc1	97	85	97	105	109	98	103	108
12	COC(=O)c1ccc[n+](Cc2ccccc2)c1	107	100	105	·	105	95	92	99
13	N#Cc1c(Nc2ccc(O[C@H]3CO[C@H]4[C@@H]3OC[C@@H]4O)c(Cl)c2)c2ccccc2n(Cc2ccccc2)c1=O	96	103	98	109	111	93	94	102
14	COc1ccc(Nc2cnc3cc(NS(=O)(=O)c4ccc(C)cc4)ccc3n2)cc1	74	83	77	73	81	87	94	66
15	O=C1/C(=C\c2cccc(Br)c2)Sc2ccc(Cl)cc21	101	108	99	107	120	97	99	106
16	COc1nc(-c2cccnc2)nc2c1sc(=S)n2-c1ccccc1	112	101	91	91	97	25	67	84
17	Cc1ccc(C)c([N+](=O)[O-])c1	114	107	124	118	107	107	101	·
18	CSc1nc2nc[nH]c2c(=O)[nH]1	103	101	102	·	116	101	94	97
19	NC(=S)Nc1cccc(C(F)(F)F)c1	67	99	66	81	76	91	42	88
20	COc1ccc(C(=O)Nc2ccccc2OC)cc1	109	128	98	77	82	97	102	82
21	Nc1ccc(O)c(O)c1	121	107	107	103	110	97	122	103
22	CSc1ccc(C(=O)c2ccc(F)cc2)cc1	83	106	99	98	101	99	100	100
23	O=[N+]([O-])c1ccc(Oc2cc(Cl)c(Cl)cc2Cl)c(Cl)c1	115	112	98	102	100	102	107	102
24	O=C(NCc1ccc(Cl)cc1Cl)C1COC(=O)N1c1cccs1 (stereo not given)	30	97	·	86	·	98	79	107
25	Cc1ccc(S(=O)(=O)Nc2ccc(-c3cc(-c4cccc(F)c4)on3)cc2)cc1	97	96	87	87	103	·	64	98

# 3 structures out of the list, ordered by count of non-hydrogen atoms, ascending.
No.	Structure	MALME-3M	HS 578T	SK-MEL-5	UACC-257	SK-MEL-28	LOX IMVI	T-47D	SK-MEL-2
18	CSc1nc2nc[nH]c2c(=O)[nH]1	103	101	102	·	116	101	94	97
7	O=C(c1ccc(F)cc1)[C@H]1[C@H]2CCCN2[C@@]2(C(=O)Nc3ccc(F)cc32)[C@]12C(=O)Nc1ccccc12	126	84	85	77	78	91	66	86
6	COC(=O)[C@]12CCC(C)(C)C[C@H]1C1=CC[C@@H]3[C@@]4(C)C/C(=C/c5ccncc5)C(=O)C(C)(C)[C@@H]4CC[C@@]3(C)[C@]1(C)CC2	96	89	86	88	98	77	36	81

# Entries of single compounds from above.
# COC(=O)c1ccc[n+](Cc2ccccc2)c1 is entered as MALME-3M: 107; HS 578T: 100; SK-MEL-5: 105; UACC-257: ·; SK-MEL-28: 105; LOX IMVI: 95; T-47D: 92; SK-MEL-2: 99
# COc1nc(-c2cccnc2)nc2c1sc(=S)n2-c1ccccc1 is entered as MALME-3M: 112; HS 578T: 101; SK-MEL-5: 91; UACC-257: 91; SK-MEL-28: 97; LOX IMVI: 25; T-47D: 67; SK-MEL-2: 84

# Next structures follow.
No.	Structure	MALME-3M	HS 578T	SK-MEL-5	UACC-257	SK-MEL-28	LOX IMVI	T-47D	SK-MEL-2
26	CC1(C)N=C(N)NC(Nc2ccc(Cl)cc2)=N1	101	117	108	101	118	94	104	92
27	CCOC(=O)CC1(O)CSc2nc(N)cc(=O)n21 (stereo not given)	106	101	101	109	104	99	99	97
28	O=Nc1ccc(O)c2ccccc12	-58*	53	-97*	-68*	13	-1.3*	-9.9*	·
29	CCCC(O)(c1ccccc1)c1ccccc1	116	108	105	108	108	91	101	99
30	NS(=O)(=O)c1ccc(Nc2nc(-c3ccccn3)cs2)cc1	137	102	106	110	105	115	104	112
31	Clc1ccc(Nc2ccnc3cc(Cl)ccc23)cc1	112	·	86	96	106	86	83	75
32	CCCCCC(C(C)=O)C(C)=O	93	114	102	92	107	96	98	109
33	CC(=O)Nc1ccc(C(=O)NC(=S)Nc2ccc(S(N)(=O)=O)cc2)cc1	90	94	88	95	97	·	74	97
34	CC(C)C1CCCCC1O (stereo not given)	117	105	103	101	116	96	107	107
35	COc1cc2c(c(OC)c1OC)C(=O)CC(c1cccc(NC(=O)c3cc(NC(=O)[C@@H](N)CO)ccc3C)c1)O2 (stereo not given in full)	103	110	104	104	109	·	110	111
36	C=C(C)[C@@H]1CC[C@]2(C(=O)O)CC[C@]3(C)[C@H](CC[C@@H]4[C@@]5(C)CC[C@H](OC(=O)c6ccccc6C(=O)O)C(C)(C)[C@@H]5CC[C@]43C)[C@@H]12	99	74	92	99	103	99	·	97
37	Cc1ccc(C2CC(c3cccc(Nc4ccncc4)c3)=Nc3c(N)nc(N)nc3N2)cc1 (stereo not given)	79	80	65	64	93	26	89	71
38	CC1CC(NC(=S)S)CC(C)(C)C1 (stereo not given)	86	85	96	101	151	89	79	88
39	Cc1cc(C(=O)/C=C/c2ccc[nH]2)ccc1-n1ccc(C(F)(F)F)n1	95	94	98	97	100	91	85	96
40	NS(=O)(=O)c1ncnc2nc[nH]c12	84	121	99	121	131	103	92	82
41	CCOc1cc(-c2nc3ccccc3s2)ccc1O	118	108	97	104	103	77	93	110
42	CCOC(=O)c1c2ccncc2n2c(=O)n(C)nnc12	104	97	116	168	109	99	88	128
43	CC(C)c1ccc(Cn2cc(CSc3nc4ccccc4s3)nn2)cc1	100	93	107	104	101	100	87	95
44	O=C1C=C(c2cccs2)C[C@H](c2cccs2)[C@H]1n1nnc2ccccc21	104	97	101	96	108	102	90	104
45	O=c1[nH]c(-c2ccccn2)nc2sc3c(c12)CCCCCC3	62	70	·	·	40	30	43	·
46	COc1ccc(C(c2cc(OC)c(OC)c(OC)c2)N2CCCC2)cc1 (stereo not given)	85	80	65	75	80	73	90	56
47	CCCCNCC1CCCO1 (stereo not given)	92	103	103	117	102	110	104	93
48	COc1ccc2c(c1)C(=O)c1c-2c(OCCN(C)C)nc2cc(OC)ccc12	-40*	36	-49*	21	30	-89*	47	31
49	Cn1c(=O)c2c(nc(C3CCCCC3)n2C)n(C)c1=O	129	·	104	101	106	103	113	98
50	CC(=O)OCC(=O)C1CCC2C3CCC4=CC(=O)CCC4(C)C3CCC12C (stereo not given)	112	83	98	103	112	98	108	107
51	O=C(/C=C/c1ccc(C(F)(F)F)cc1)Nc1ccc(C=C2c3ccccc3C(=O)c3ccccc32)cc1	77	79	45	35	60	77	50	26
52	O=C(Nc1cccc(Cl)c1)N(C1CCCCC1)C1CCCCC1	91	110	94	78	109	103	88	102
53	CCCCC(=O)OCCOc1ccccc1	96	101	100	74	104	103	84	77
54	O=C(NCCN1CCN(C(=O)Nc2ccccc2Cl)CC1)Nc1ccccc1Cl	91	·	107	102	113	113	96	101
55	COc1cccc(C(=O)Nc2cccc(C3CCc4c(cc(OC)c(OC)c4OC)O3)c2)c1 (stereo not given)	89	91	73	83	103	87	36	91
56	COc1ccc(NC2=CC(=O)C(C)=C(C)C2=O)cc1	90	110	·	45	99	·	68	82
57	Clc1ccccc1C(=Nc1ccccc1)C(=Nc1ccccc1)c1ccccc1Cl	93	95	99	92	139	96	81	97
58	N#Cc1c(N)nn(C(=O)c2ccc(NC(=O)c3ccccn3)cc2)c1-c1cccc(Br)c1	67	74	68	97	97	64	34	106
59	O=C1/C(=C/c2ccccc2O)C(=S)SN1Cc1ccco1	106	104	96	99	92	35	54	81
60	COc1ccc(CCCc2c3[n+](cc4c(OC)c(OC)ccc24)CCc2cc4c(cc2-3)OCO4)cc1	94	97	39	·	63	58	16	60
61	Cc1cc(N/N=C/c2nc(-c3ccc(Cl)cc3)oc2C)c2cc(Br)ccc2n1	7.3*	79	92	101	17	-43*	74	108
62	Cc1nc2[nH][nH]c(=O)c2nc1C	92	100	95	117	115	107	101	116
63	C=C(C)[C@@H]1CC=C2c3sc(Nc4ccc(F)cc4)nc3C[C@@H](C)[C@]2(C)C1	93	99	93	99	92	99	89	99
64	CCCCOc1ccc(NC(=O)n2nc(N)c3cc(Cl)ccc32)cc1	97	107	109	95	120	97	79	72
65	Nc1ncc(-c2ccc(NS(=O)(=O)c3ccc(Cl)cc3)cc2)[nH]1	91	92	98	95	98	87	78	98
66	N#Cc1c(-c2ccccc2)nc2c(c(-c3ccccc3)nn2-c2ccccc2)c1-c1ccc2c(c1)OCO2	102	72	91	99	85	83	76	105
67	CCCCOC(=O)Oc1ccc(C(=O)Oc2ccc(OCC)cc2)cc1	109	94	102	100	109	96	111	112
68	Fc1ccc(-c2nc(-c3c[nH]c4ccccc34)cs2)cc1	·	99	96	101	110	92	76	93
69	Fc1ccc(/C=C(/C2=NCCN2)n2ccc3ccccc32)cc1	91	97	97	101	111	93	90	104
70	CC(C)(C)c1ccc(C2=NN(c3ccc(S(N)(=O)=O)cc3)C(=O)CC2)cc1	36	69	16	30	87	·	47	84
71	Cc1ccc2oc(=O)cc(-c3sc(N4CCCCC4)nc3-c3ccccc3)c2c1	86	97	91	105	103	91	77	94
72	N#Cc1c(Cl)cccc1N1CCSCC1	101&97	68&96	91&99	103	109&111	107&99	100	109
73	CCOC(=O)/C(C)=C\c1ccccc1	117	100	108	93	111	106	112	108
74	O=C(Nc1ccc2oc(=O)ccc2c1)c1ccc(-c2ccc(Br)cc2)o1	131	105	101	115	119	105	101	121
75	CCN(CC)CCN(C)c1ccc(CO)c2sc3cc(Cl)ccc3c(=O)c12	104	90	90	·	102	90	89	81

# Additional records:
No.	Structure	MALME-3M	HS 578T	SK-MEL-5	UACC-257	SK-MEL-28	LOX IMVI	T-47D	SK-MEL-2
76	O=Cc1c(O)c2ccccc2[nH]c1=O	139	106	95	85	107	99	106	106
77	ClC(Cl)(Cl)C1=NCc2nnn(Cc3ccccc3)c2N1	86	97	98	93	110	99	92	116
78	Cc1cnc(SCc2ccc(Cl)cc2)nc1N(Cc1ccccc1)Cc1ccccc1	100	82	104	117	113	86	93	102
79	CCNC(=O)c1[nH]cc(-c2ccccc2)c1-c1ccccc1O	108	74	105	97	105	93	84	103
80	Cc1cccc(CN(C)C)c1CC(O)(c1ccccc1)c1ccccc1	·	116	94	99	103	84	107	93
81	CCOC(=O)c1c(Nc2ccccc2)nn2c(-c3ccc(OC)c(OC)c3)ccnc12	76	49	32	95	66	38	41	·
82	CCOC(=S)SCCSC	97	104	99	102	110	98	·	98
83	O=C(O[C@@H]1Cc2c(O)cc(O)cc2O[C@@H]1c1cc(O)c(O)c(O)c1)c1cc(O)c2c(c1)OCO2	108	98	99	83	101	96	91	102
